Screening data as filed in PubChem BioAssay.
GCN5L2 inh: blocks human GCN5L2 histone acetyltransferase. GCN5L2 HAT assay, ThioGlo1 CoA-SH fluorescence. 390,000 compounds, 0.21% hits. Q92830. Potency, µM (highest dose often 58.9 µM), inactives show top-dose activity change, negative = inhibition, hits mostly inhibitors. AID 504327
Target sequence (Q92830 whole entry, looked up): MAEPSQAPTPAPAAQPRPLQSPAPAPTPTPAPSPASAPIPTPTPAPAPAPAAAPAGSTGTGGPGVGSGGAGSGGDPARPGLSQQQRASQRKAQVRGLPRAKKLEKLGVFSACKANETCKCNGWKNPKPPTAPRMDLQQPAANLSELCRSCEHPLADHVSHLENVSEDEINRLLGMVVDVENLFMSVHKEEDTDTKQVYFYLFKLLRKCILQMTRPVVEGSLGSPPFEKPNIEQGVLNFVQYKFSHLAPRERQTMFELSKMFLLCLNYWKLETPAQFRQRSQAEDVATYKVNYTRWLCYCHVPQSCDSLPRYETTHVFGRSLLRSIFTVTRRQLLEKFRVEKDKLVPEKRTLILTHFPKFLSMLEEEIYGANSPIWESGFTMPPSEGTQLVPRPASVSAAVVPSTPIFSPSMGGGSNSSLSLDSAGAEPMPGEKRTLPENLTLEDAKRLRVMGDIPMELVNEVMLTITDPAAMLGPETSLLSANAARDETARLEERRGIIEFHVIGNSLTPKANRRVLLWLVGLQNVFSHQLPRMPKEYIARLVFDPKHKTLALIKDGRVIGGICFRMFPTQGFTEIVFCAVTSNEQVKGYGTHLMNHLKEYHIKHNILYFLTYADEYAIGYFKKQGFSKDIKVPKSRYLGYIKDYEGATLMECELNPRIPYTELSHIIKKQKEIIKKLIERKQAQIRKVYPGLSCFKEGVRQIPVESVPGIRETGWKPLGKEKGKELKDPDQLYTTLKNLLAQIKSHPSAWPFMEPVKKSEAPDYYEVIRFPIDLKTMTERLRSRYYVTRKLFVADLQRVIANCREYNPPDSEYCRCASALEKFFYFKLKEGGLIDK
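Titration-based screen in which CoA formation is detected via maleimide probe ThioGlo1 (50uM) turning fluorescent on thiol reaction; substrates H3(1-25) 75uM and acetyl-CoA 70uM, GCN5L2 20nM, 20 min incubation at room temperature.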
FEN1 inhibitor: inhibitors of human flap endonuclease 1; P39748; Recombinant FEN1 flap cleavage, fluorescence, 15 min; Potency, µM (top dose mostly 114 µM), for inactives: at the top dose activity change, negative = inhibition, usual class: inhibitors; 390,000 compounds, 0.35% hits; AID 588795; further: nearly all actives have a fitted effect of over 65% in size
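In this screen, 50 nM flap DNA substrate was added to 10 nM FEN1 pretreated with compound for 15 min at room temperature; cleavage was followed with reads at 0 and 15 min, and Hill fitting gave concentration–response parameters.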
N370S GC mod: N370S glucocerebrosidase modulation, Gaucher chaperone candidate; N370S GC spleen homogenate, 4MU-glucoside fluorescence; 330,000 compounds, 0.092% hits; P04062; AID 2101; Potency, µM (highest dose often 59.4 µM), for inactives: at the highest dose activity change, negative = inhibition, most hits filed as inhibitors;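 further: 0% = full enzyme activity and -100% = no enzyme basal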
The depositor's hits bear a star; ? = inconclusive; . = no result given; & = joins results of further samples; [ ] = another dose, or the depositor's remark. The call rests on the fitted dose curve; in most records, active means well fitted curve in the direction sought with a large enough effect; inconclusive means small, poorly fitted or top-dose-only effect, or another doubt; inactive means no such curve, though single readings can be large; an effect the other way counts as inactive or inconclusive. Unless noted, on the % scale 0 is the no-effect control and ±100 the full control effect; potency means the concentration at half of the fitted maximal effect.

nr | mol | GCN5L2 inh | FEN1 inhibitor | N370S GC mod
1 | Cc1noc(/C=C/N(C)C)c1S(=O)(=O)N1CCCC(C(=O)NCCC2=CCCCC2)C1 (stereo not drawn) | -9.5% | -23.0% | -5.9%
2 | CCOC(=O)c1ccccc1NC(=O)COC(=O)CCNS(=O)(=O)c1ccc(C)c(C)c1 | -4.7% | -9.3% | -6.3%
3 | Cc1ccc(S(=O)(=O)N(C)Cc2ccc(C(=O)N/N=C/c3ccc(OC(F)F)cc3OC(F)F)cc2)cc1 | -6.6% | -7.2% | -1.0%
4 | COc1ccccc1NS(=O)(=O)c1cc(NC(=O)COc2ccccc2F)ccc1N1CCOCC1 | -8.1% | -6.2% | .
5 | COCCN1CN=C(Nc2nc3ccccc3o2)NC1 | -14.7% | 0.7% | 4.8%
6 | Cc1ccc(C(c2ccc(C)o2)c2cccc([N+](=O)[O-])c2O)o1 | -4.0% | -18.5% | 0.5%
7 | Cc1ccc(-c2nnc(Nc3cccc(Cl)c3)c3ccccc23)cc1S(=O)(=O)N1CCN(C)CC1 | -10.8% | -2.5% | .
8 | O=C(Nc1ccccn1)NC(C(F)(F)F)C(F)(F)F | -2.6% | -2.6% | 12.0%
9 | O=C(c1ccccc1NS(=O)(=O)c1ccc(F)cc1F)N1CCCCC1 | -0.2% | 18.5% | .
10 | Cc1ccccc1OCC(=O)NCC(=O)OCC(=O)c1ccc([N+](=O)[O-])cc1 | -21.5% | -22.8%&-18.0% | -11.0%
11 | CC(C)(C)c1ccc(NC(=O)NC2CCCc3ccccc32)cc1 (stereo not drawn) | -1.7% | -3.5% | 13.3%
12 | COCCNC(=O)C(c1ccccc1)N(CCOC)C(=O)Cn1nnc2ccccc21 (stereo not drawn) | -2.7% | 3.5% | 3.7%
13 | Cc1ccc(NC(=O)CCc2c(C)nn(-c3ccc(N4CCOCC4)nn3)c2C)cc1F | -14.6%&1.2% | 16.7%&11.7% | 4.4%
14 | COCCNc1nc2ccccc2n1CC(=O)c1ccc(OC)c(OC)c1 | 0.1% | 12.0% | -4.6%
15 | COc1ccc(C)cc1NS(=O)(=O)c1ccc2c(c1)CCCN2C(C)=O | -3.9% | -2.8% | .
16 | CS(=O)(=O)N1CCC2(CC1)CN(c1ccc(-c3ccccc3)cc1)C2 | -5.6% | . | -4.3%
17 | COc1ccc(CNc2nc(-c3ccc4c(c3)OCO4)nc3ccccc23)c(OC)c1 | -13.9% | . | ?
18 | Clc1ccc2c(c1)-c1c(cnc3cc(-c4ccccc4)nn13)CO2 | -1.1% | 17.7% | .
19 | Cc1ccc2oc(=O)n(CCOc3ccccc3)c2c1 | ? | 10.8% | 11.0%
20 | COc1ccccc1OCCNC(=O)CN1C(=O)NC2(CCCC2)C1=O | -2.8% | 3.7% | -9.8%
21 | CCOC(=O)CSc1nnc(-c2cccnc2)n1Cc1ccccc1 | -2.6% | 0.8% | 24.9%
22 | Cc1ccc(N2CC(C(=O)N3CCC(C(=O)Nc4ccc(Br)cc4)CC3)CC2=O)cc1 (stereo not drawn) | -1.7% | -27.8% | -13.0%
23 | c1ccc(-c2nn3c(Cn4nnc5ccccc54)nnc3s2)nc1 | -25.6% | -22.0% | 7.3%
24 | CCC1=C2CC[C@H]3C(=O)N(CC)C(=O)[C@H]3[C@H]2[C@@]2(Cc3ccccc3)C(=NCCOC)OC(=O)N2C1=O | -4.0% | -12.7% | -16.5%&6.7%
25 | Cc1ccccc1C(=O)NC(CC(C)C)C(=O)NN1C(=O)c2ccccc2C1=O (stereo not drawn) | -19.1% | 3.8% | -21.2%
26 | CC1=C(C(=O)N2CCCC(C(=O)c3cccc4ccccc34)C2)OCCO1 (stereo not drawn) | -0.2% | 1.9% | 1.0%
27 | O=C(Cn1c(=O)n(Cc2ccco2)c(=O)c2oc3ccccc3c21)Nc1ccc(F)cc1F | -9.7% | 8.5% | .
28 | CS(=O)(=O)N(CC(=O)Nc1ccccc1-c1ccccc1)c1ccc(F)cc1 | -0.8% | -15.4% | -0.3%
29 | Cc1c(N(C)S(=O)(=O)c2ccc(Cl)c(C(=O)N3CCC(C(N)=O)CC3)c2)c(=O)n(-c2ccccc2)n1C | -8.5% | 11.8% | -2.8%
30 | Cc1cc(C)c(NC(=O)Cn2cc3c(n2)CCCC3)c(C)c1 | -2.5% | -1.9% | 1.8%
31 | CC1CCN(CCCNS(=O)(=O)c2cc(Br)cc3c2N(C(=O)C2CC2)CC3)CC1 | -5.8% | -0.5% | -0.8%
32 | Cc1cc(C(F)F)n2ncc(C(=O)NCc3ccc(F)cc3)c2n1 | 0.8% | -6.4% | ?
33 | CCOc1ccc(C(=O)NCC(=O)OCC(=O)Nc2cccc(S(=O)(=O)N3CCCC3)c2)cc1 | -27.7% | -9.5% | -5.1%
34 | COc1ccc(NS(=O)(=O)c2cccc(-c3n[nH]c(=S)n3Cc3ccccc3)c2)cc1 | -9.7% | 3.0% | -5.4%
35 | CC(=O)C1=C(C)NC(SCC(=O)Nc2nc3ccccc3s2)=C(C#N)C1c1ccc(Cl)cc1 (stereo not drawn) | -15.5% | -18.5% | -3.4%
36 | N#Cc1ccc(Cl)cc1NC(=O)CSc1nc2nc(-c3cccs3)cc(C(F)(F)F)c2c(=O)[nH]1 | -8.2% | . | 19.3%
37 | CSc1ccc(/C=C/C(=O)c2ccc(NC(=O)Cc3ccccc3)cc2)cc1 | -25.3% | 11.7% | 8.6%
38 | CCOc1ccc(C2(C)NC(=O)N(CCN(C)C)C2=O)cc1 (stereo not drawn) | -3.1% | -2.2% | 2.4%
39 | COc1cc(OC)c(OC)cc1CN1CCSCC1 | -0.8% | 8.7% | 0.2%
40 | CC(=O)N(c1ccc(C)cc1)S(=O)(=O)c1ccc(Cl)cc1 | -8.2% | -19.4% | 5.0%
41 | CC1CCCC(NC(=O)COC(=O)CCC(=O)c2cccs2)C1C (stereo not drawn) | -2.7% | 4.6% | .
42 | O=C(Oc1ccc2c3c(c(=O)oc2c1)CCC3)c1ccccc1[N+](=O)[O-] | 20.5% | . | 22.9%
43 | O=C(Nc1cnccn1)c1ccc(Cl)cc1 | -2.3% | -1.6% | -24.2%
44 | Cc1cn2c(=O)cc(COC(=O)C(C)Oc3ccccc3)nc2s1 (stereo not drawn) | 0.2% | 3.2% | .
45 | CCOC(=O)c1cc(-c2ccccc2)n(CC(=O)Nc2ccc(OC)cc2OC)c1C | -4.0% | -6.6% | .
46 | COc1ccc2cc(C)c3nnc(SCC(=O)Nc4cc(OC)c(OC)cc4C(=O)O)n3c2c1 | -1.5% | -13.2% | -8.0%
47 | COc1cc(NC(=S)NC(=O)c2c(OC)cccc2OC)ccc1NC(=O)c1cccs1 | -11.0% | -1.9% | -5.2%
48 | Nc1nnc(-c2cccc(F)c2)s1 | -0.5% | -11.8% | 11.7%
49 | CCCCCCCCCCCCCCCC[n+]1ccc(/C=N/O)cc1 | -2.3% | 4.8% | 2.6%
50 | COc1ccccc1CNC(=O)C(=O)NCCC1CCCCN1S(=O)(=O)c1cccs1 (stereo not drawn) | -8.8% | -1.3% | -3.9%

The list continues:
nr | mol | GCN5L2 inh | FEN1 inhibitor | N370S GC mod
51 | CCOc1ccc(NC(=O)CN(C)C(=O)c2cc(S(=O)(=O)N3CCCCCC3)ccc2OC)cc1OCC | -3.3% | -6.5% | 1.8%
52 | O=C(NCCc1ccccc1F)C1CCC(=O)N(Cc2ccccc2F)C1 (stereo not drawn) | -2.1% | -16.4% | -1.2%
53 | CC(=O)Nc1ccc2c(c1)nc(C)n2-c1ccccc1 | -2.0% | -0.2% | -3.6%
54 | O=C(CC(=O)NCc1cccnc1)NCc1cccnc1 | -7.9% | 2.6% | -9.5%
55 | Cc1ccc(SCC(=O)NNC(=O)C2CCCCC2)cc1 | -1.0% | 7.2% | -3.8%
56 | COc1ccccc1CNC(=O)Cc1c(C)c2cc3c(C)coc3c(C)c2oc1=O | -12.3% | 16.4% | .
57 | CSc1cccc(CNC(=O)C2CCC(=O)N(CCc3ccccn3)C2)c1 (stereo not drawn) | -3.3% | 4.2% | -3.9%
58 | Cc1ccccc1C(=O)NCC(=O)NC1CC1 | -1.9% | 1.1% | .
59 | CC(C)(C)c1ccc(C(=O)N2CCCC2c2cccs2)cc1 (stereo not drawn) | 0.0% | 4.7% | 16.0%
60 | O=C(CN(c1ccc(Cl)c(C(F)(F)F)c1)S(=O)(=O)c1ccccc1)N1CCOCC1 | -8.7% | -4.3% | 2.0%[2.35 µM]
61 | COC(=O)c1ccsc1NC(=O)CCS(=O)(=O)c1ccccc1 | -8.5% | 7.9% | 1.9%
62 | O=S1(=O)N=C(Nc2ccc(O)cc2)c2ccccc21 | -7.6% | 3.7% | -20.9%
63 | Cc1ccc(Oc2ccc(NC(=O)c3ccco3)cc2)cc1 | -11.2% | ? | 3.1%
64 | CCc1cccc(C)c1Nc1c(-c2ccc(F)cc2)nc2sccn12 | -13.5% | -18.6% | .
65 | COc1ccc(CC(=O)Nc2ccccc2N2CCCC2)cc1OC | -3.0% | -7.7% | -2.6%
66 | CCCCn1c(NS(=O)(=O)c2ccc(C)cc2)c(S(=O)(=O)c2ccccc2)c2nc3ccccc3nc21 | -3.1% | -14.5% | ?
67 | CCOc1cccc(C(=O)NNC(=O)CCC(=O)O)c1 | -3.3% | -6.9% | 21.6%
68 | CC(OCc1ccccc1)C(NC(=O)OC(C)(C)C)C(=O)NC1COC2CC(n3ccc(=O)[nH]c3=O)OC12 (stereo not drawn) | . | 4.7% | -4.3%
69 | Cc1ccc2nc(SCC(=O)Nc3ccc4c(c3)OCCO4)[nH]c2c1 | -4.7% | -13.2% | 10.9%
70 | CCOC(=O)C1CCN(C(=O)CNC(=O)c2nn(-c3ccc(OC)c(OC)c3)c(=O)c3ccccc23)CC1 | -5.1% | 0.0% | -0.1%
71 | CCCCC(=O)Nc1ccc(N2CCN(C(=O)c3ccco3)CC2)cc1 | 0.0% | 0.6% | -3.8%
72 | Cc1cc(NC(=O)c2nn(C)c(C)c2[N+](=O)[O-])no1 | -0.9% | 12.4% | -2.0%
73 | CCCOc1ccc(/C(O)=C2/C(=O)C(=O)N(CCCOC)C2c2ccncc2)cc1 (stereo not drawn) | 2.1% | -2.0% | -6.5%
74 | COCC(=O)N1CCC2(CCCN(C(=O)Nc3ccccc3)C2)CC1 | 1.9% | . | -3.9%
75 | COc1ccc(CCNC(=O)c2ccc(N(C)S(=O)(=O)c3ccc(C)cc3)cc2)cc1OC | -4.8% | -5.2% | 0.4%

Single records, from the list above:
Profile of `Cc1ccc2nc(SCC(=O)Nc3ccc4c(c3)OCCO4)[nH]c2c1` → GCN5L2 inh: -4.7%; FEN1 inhibitor: -13.2%; N370S GC mod: 10.9%
Profile of `COc1ccc(NS(=O)(=O)c2cccc(-c3n[nH]c(=S)n3Cc3ccccc3)c2)cc1` → GCN5L2 inh: -9.7%; FEN1 inhibitor: 3.0%; N370S GC mod: -5.4%

(continued)
nr | mol | GCN5L2 inh | FEN1 inhibitor | N370S GC mod
76 | CCn1c(CNC(=O)Cc2ccc(OC)cc2)nnc1SCC(=O)c1ccc(Br)cc1 | -4.3% | -6.1% | -0.4%
77 | Cc1ccc(S(=O)(=O)Nc2nnc(C(C)(C)C)s2)cc1 | -22.4% | 8.4% | 3.9%
78 | C/C=C1\COC(C(=O)NCCN2CCOCC2)(C(F)(F)F)C=C1C=C(C)C (stereo not drawn) | . | 8.1% | 14.1µM*
79 | CSc1ccc(CNC(=O)c2ccc(NC(=O)C3=CSCCO3)cc2)cc1 | -15.6% | 43.8%[activator] | 3.1%
80 | COc1ccc(S(=O)(=O)Nc2cccc(-c3ccc(N4CCOCC4)nn3)c2)cc1F | -2.1% | -12.9% | .
81 | O=C(NCCc1ccccc1)c1ccc(CSc2nc3ccncc3n2Cc2ccccc2)cc1 | -6.8% | -16.4% | .
82 | CC(=O)c1ccc(NC(=O)CCc2c(C)nc3c(c(C)nn3-c3ccc(C)cc3)c2C)cc1 | -1.6% | -23.4% | .
83 | Cc1c(C(=O)c2ccc([N+](=O)[O-])cc2)c(=O)n(C)c(=O)n1C | -2.8% | 15.8% | -5.7%
84 | COc1ccc(C(=O)N2CCC3(CCN(Cc4nccs4)CC3)CC2)cc1 | 7.6% | . | -0.3%
85 | CCC1CCCCN1C(=S)NC1CCCCC1 (stereo not drawn) | 8.5% | -10.6% | -0.9%
86 | Cc1ccsc1/C=N/Nc1nc2ccccc2s1 | -5.5% | -3.1% | 10.5%
87 | CCOC(=O)c1sc(NC(=O)OC)c(C(=O)OC)c1C | 2.1% | 5.2% | 8.2%
88 | CC(=O)c1ccc(NC(=O)C2CCCNC2=O)cc1 (stereo not drawn) | 0.1% | 18.0% | -6.8%
89 | CCCN1CCN(C(=O)Nc2ccc(C(=O)OCC)cc2)CC1 | -1.4% | -1.4% | 3.6%
90 | CC1(C)Oc2cc(N)c([N+](=O)[O-])cc2O1 | -7.4% | -0.4% | 0.6%

Ordered by value in N370S GC mod (highest first): 3 of the compounds above.
# | SMILES | N370S GC mod
86 | Cc1ccsc1/C=N/Nc1nc2ccccc2s1 | 10.5%
85 | CCC1CCCCN1C(=S)NC1CCCCC1 (stereo not drawn) | -0.9%
83 | Cc1c(C(=O)c2ccc([N+](=O)[O-])cc2)c(=O)n(C)c(=O)n1C | -5.7%
